VLA-4 agonist: allosterically activates the human VLA-4 integrin; P13612; Jurkat cells, LDV-FITC binding, flow cytometry; activation, % at 10 µM (by protocol); 24,000 tested, under 10 active; AID 528;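 active means fluorescent ligand binding to cells raised by more than 40% of the manganese-induced maximum; inconclusive means compound's own fluorescence above 85% of the ligand control signal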;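 further: 0% = ligand binding without compound and 100% = manganese-stimulated maximal binding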
Target sequence (P13612 whole entry, looked up): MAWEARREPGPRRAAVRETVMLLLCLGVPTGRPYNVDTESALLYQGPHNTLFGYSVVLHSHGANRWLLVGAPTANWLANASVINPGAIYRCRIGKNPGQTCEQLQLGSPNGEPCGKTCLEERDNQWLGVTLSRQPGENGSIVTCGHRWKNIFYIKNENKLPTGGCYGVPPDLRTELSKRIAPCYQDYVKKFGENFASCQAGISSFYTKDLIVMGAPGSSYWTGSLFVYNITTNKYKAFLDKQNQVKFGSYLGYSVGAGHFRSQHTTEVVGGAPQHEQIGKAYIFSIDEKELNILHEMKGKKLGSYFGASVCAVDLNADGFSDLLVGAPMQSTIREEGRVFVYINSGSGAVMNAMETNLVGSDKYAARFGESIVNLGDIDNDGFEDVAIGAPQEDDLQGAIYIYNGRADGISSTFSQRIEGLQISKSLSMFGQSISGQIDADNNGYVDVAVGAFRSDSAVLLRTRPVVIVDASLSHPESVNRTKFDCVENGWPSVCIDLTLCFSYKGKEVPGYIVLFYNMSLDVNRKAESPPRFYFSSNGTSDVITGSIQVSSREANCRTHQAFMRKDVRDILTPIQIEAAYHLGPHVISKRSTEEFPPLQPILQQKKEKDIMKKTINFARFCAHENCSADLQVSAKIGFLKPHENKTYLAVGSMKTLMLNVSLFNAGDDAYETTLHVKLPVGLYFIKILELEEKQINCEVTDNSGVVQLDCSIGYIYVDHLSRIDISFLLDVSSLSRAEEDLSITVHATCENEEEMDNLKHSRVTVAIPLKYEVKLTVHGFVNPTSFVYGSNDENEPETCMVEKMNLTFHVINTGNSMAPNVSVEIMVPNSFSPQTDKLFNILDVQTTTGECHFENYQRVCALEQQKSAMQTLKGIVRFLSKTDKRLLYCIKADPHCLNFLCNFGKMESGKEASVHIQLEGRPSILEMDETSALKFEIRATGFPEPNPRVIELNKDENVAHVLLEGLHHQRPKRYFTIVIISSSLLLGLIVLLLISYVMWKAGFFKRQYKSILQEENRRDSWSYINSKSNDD
Jurkat autofluor: autofluorescence counter-screen for VLA-4 integrin assays. 0.61% of 24,000 active. fluorescence ratio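 (tested at 10 µM compound in the well)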. Jurkat cells, compound autofluorescence, flow cytometry; stronger effect = higher value; 1 = vehicle-only cell background;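 active means fluorescence ratio above 2.44, which is 1 plus 3 SD of all ratios; inconclusive means signal too bright to measure linearly, ratio around 10 or more; inactive means fluorescence ratio below 2.44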;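 further: green fluorescence of cells measured with 488 nm excitation and 530 nm emission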
VLA-4 antagonist: blocks LDV-FITC ligand binding to Mn2+-activated human VLA-4 integrin; P13612; Jurkat cells, LDV-FITC binding with Mn2+, flow cytometry; 100% = Mn2+-driven binding gain fully reversed; inhibition, % at 10 µM (by protocol); 0.2% of 24,000 active;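 active means inhibition above 50%; inconclusive means compound itself fluorescent, judged against control cell fluorescence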;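 further: 0% = Mn2+ stimulated cells lacking compound and 100% = ligand binding without Mn2+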
Prostate diff: activators of LNCaP prostate cell differentiation; flow cytometry side scatter, 4 d; side scatter shift, % at 10 µM; 0.56% of 24,000 active;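 active means side scatter shift above 30%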;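 further: androgen-responsive LNCaP prostate cancer cells in charcoal-stripped serum medium; percent of cells past a gate set so DMSO wells show 10% shift; higher shift means more granular cells and more differentiation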
An asterisk follows results filed as active; ? = inconclusive. These rows are one share of the data; count on the stated rates, not on these rows.

entry	SMILES	Prostate diff	Jurkat autofluor	VLA-4 agonist	VLA-4 antagonist
1	CCOC(=O)c1ccc2nc3c(cc2c1)CCS3	6	1	1	13
2	CCOc1ccc(-c2nc(CSCC(=O)N3CCN(c4cccc(OC)c4)CC3)c(C)o2)cc1	9	1	-7	13
3	COc1ccccc1N1CCN(C(=O)c2ccc3c(=O)n(Cc4ccco4)c(=S)[nH]c3c2)CC1	2	1.1	?	?
4	S=c1[nH]nc(-c2ccc3ccccc3n2)o1	3	1	8	-15
5	CCCOc1ccc(C2C(C(=O)OC)=CN(CCOC)C=C2C(=O)OC)cc1	4	0.93	-4	-18
6	CCOC(=O)CCc1c(C)c2c(C)nn(-c3ccccc3)c2[nH]c1=O	6	1.1	-2	-9
7	COc1cc(NC(=O)c2cc(-n3cnnc3)ccc2Cl)cc(OC)c1	15	1.1	6	-28
8	Cc1cccc(CCNC(=O)C2CCC(CNc3c(N4CCCC4)c(=O)c3=O)CC2)c1 (stereo not drawn)	5	0.95	5	-16

entry	SMILES	Prostate diff	Jurkat autofluor	VLA-4 agonist	VLA-4 antagonist
9	CC(=O)N1CCc2cc(S(=O)(=O)NC(C(=O)Nc3ccc4c(c3)OCCO4)C(C)C)ccc21 (stereo not drawn)	12	1.1	-4	3
10	CC(=O)Nc1ccc(NC(=O)Cn2cc3c(n2)CCC(C)C3)cc1 (stereo not drawn)	10	1	-2	-4
11	CCOC(=O)N1CCN(C(=O)Cn2cc3c(n2)CCCC3)CC1	5	1.1	7	-1
12	O=C(c1ccccc1)c1cccn1CC(=O)N1CCN(c2ccc(F)cc2)CC1	9	1	4	49
13	CCOC(=O)c1cc2c(=O)n3ccccc3nc2n(CCCOC)c1=NC(=O)C(C)(C)C	3	1.1	1	1
14	COc1ccc(CN2CC(C(=O)NCCCN3CCN(C)CC3)CC2=O)cc1 (stereo not drawn)	9	0.96	6	-7
15	CCCn1c(=N)n(CC(=O)c2cccs2)c2ccccc21	8	1	6	-25
16	Cc1cc(C(C)(C)C)c(O)c(C)c1CC1=NCCN1	10	0.98	10	-3

entry	SMILES	Prostate diff	Jurkat autofluor	VLA-4 agonist	VLA-4 antagonist
17	COc1ccccc1N1CCN(C(=O)c2ccc(CS(=O)(=O)c3ccccc3OC)o2)CC1	6	1.1	0	1
18	Cc1cc(S(=O)(=O)N2CCN(c3ncccn3)CC2)ccc1-n1cnnn1	4	1	-2	-2
19	COc1ccccc1NC(=O)c1nnn(CC(=O)Nc2cccc(SC)c2)c1N	3	1.1	1	14
20	CN(C)CCNC(=O)Cc1c(C(=O)O)n(C)c2ccccc12	16	1.1	?	?
21	COc1ccc2cc(C(c3nnnn3C3CCCCC3)N3CCCCCC3)c3nnnn3c2c1 (stereo not drawn)	18	1	11	-18
22	Cc1cccc(-n2nnc(C(=O)NCc3ccccn3)c2N)c1	3	1.1	5	-25
23	O=C(COc1ccc(Cl)cc1)Nc1nc(-c2cccs2)cs1	19	1	4	0
24	COc1ccc(N2CCN(C(CNC(=O)C3CCCCC3)c3cccnc3)CC2)cc1 (stereo not drawn)	8	0.96	1	?

entry	SMILES	Prostate diff	Jurkat autofluor	VLA-4 agonist	VLA-4 antagonist
25	O=C(CNC(=O)c1ccccc1)NC1(C(=O)NC2CCCC2)CCCCC1	4	0.97	4	-27
26	CC1=C(C(N)=O)C(c2ccccc2)n2nc(-c3ccncc3)nc2N1 (stereo not drawn)	13	1.1	10	-26
27	COc1cccc(NC(=O)Nc2cccs2)c1	4	1.1	-3	-10
28	COCCn1c(COc2ccc(C)cc2)nc2ccccc21	13	1.2	-23	19
29	CCOc1ccc(N(CC(=O)N2CCN(c3ccccc3)CC2)S(=O)(=O)c2c(C)noc2C)cc1	14	1	5	11
30	CC(=O)c1ccc(Oc2cc(C)nc(-n3nc(C)cc3C)n2)cc1	22	0.95	2	-9
31	O=C(CSc1nnc(-c2ccccc2)c(-c2ccccc2)n1)N1CCOCC1	7	1.2	-4	-11
32	COc1cccc(-n2c(SCC(=O)NC3CCCCC3)nc3n[nH]c(C)c3c2=N)c1	7	1.1	0	-25

entry	SMILES	Prostate diff	Jurkat autofluor	VLA-4 agonist	VLA-4 antagonist
33	COC(=O)c1[nH]c2ccc(C)cc2c1NC(=O)CN1CCC(C)CC1	20	1	2	-2
34	COc1ccc(CNC(=O)C2CCCN(S(=O)(=O)c3cnc[nH]3)C2)cc1 (stereo not drawn)	10	1.8	?	?
35	O=C(Cc1ccc(S(=O)(=O)N2CCCC2)s1)Nc1nc2c(s1)CCCC2	16	1.3	-8	-1
36	CCC(C)(C(=O)NC1CCCC1)N(C(=O)c1cnccn1)c1c(C)n(C)n(-c2ccccc2)c1=O (stereo not drawn)	4	0.96	8	-25
37	COC(=O)c1c(C)oc(C)c(C(=O)OC)c1=O	9	1.1	3	4
38	CC(=O)NCCn1c(SCC(=O)OCc2ccccc2)nc2ccccc2c1=O	3	1.1	?	?
39	Cc1noc(C)c1S(=O)(=O)N1CCCC(C(=O)NCCC2=CCCCC2)C1 (stereo not drawn)	9	1.2	?	?
40	COCCN1Cc2cccc(C(=O)Nc3c(C)cc(C)cc3C)c2C1=O	5	1	0	-11

entry	SMILES	Prostate diff	Jurkat autofluor	VLA-4 agonist	VLA-4 antagonist
41	CC(=O)/C(C[N+]1(C)CCCCC1)=N\O	7	1	2	6
42	C=CCNC(=O)C1CC(c2cccc(OC)c2)=NO1 (stereo not drawn)	6	1.1	-3	11
43	COc1ccc(N2CSC3=C(C#N)C(c4ccc(OC)c(OC)c4)CC(=O)N3C2)c(OC)c1 (stereo not drawn)	5	1.5	?	?
44	CCc1cccc(NC(=O)Nc2cccs2)c1	7	1.2	-11	12
45	COc1cccc(NC(=O)CSc2nc3n[nH]c(C)c3c(=N)n2-c2cccc(OC)c2)c1	9	1.2	?	?
46	COc1cccc(CNC(=O)CCNS(=O)(=O)c2cccs2)c1	0	1.3	?	?
47	CN(C(=O)C(Cl)Cl)c1ccc(OC(=O)c2ccco2)cc1	4	0.99	0	-4
48	O=c1/c(=C/c2cccc3ccccc23)sc2ncnn12	22	1.1	2	-21

entry	SMILES	Prostate diff	Jurkat autofluor	VLA-4 agonist	VLA-4 antagonist
49	O=C1NC(=O)C(c2ccccc2)(c2ccccc2)N1	9	1	-2	-26
50	COc1ccccc1CN1CC(C(=O)NCC2CCCO2)CC1=O (stereo not drawn)	6	0.88	5	29
51	COc1cccc2cc3c(=O)n(-c4ccccc4)nc-3oc12	3	1	4	-51
52	CCCC(O)(CCN(C)C)c1ccc(OC)cc1 (stereo not drawn)	6	1	0	-11
53	Cc1ccc2[nH]c(=O)c(CN(CCCN3CCOCC3)C(=O)Nc3cccc(Cl)c3)cc2c1	11	1.2	-3	-8
54	Cn1cccc1Cc1nnc(SCC(=O)NCC2CCCO2)n1CCc1ccccc1 (stereo not drawn)	4	1	4	-6
55	CCn1cc(C(=O)NCC2CCCO2)c(=O)c2cc(S(=O)(=O)N(C)C)ccc21 (stereo not drawn)	12	0.97	2	-11
56	COc1ccc(C(=O)CSc2nnc(-c3ccc(C)cc3)o2)cc1	11	1	-5	10

entry	SMILES	Prostate diff	Jurkat autofluor	VLA-4 agonist	VLA-4 antagonist
57	O=C(c1ccccc1Oc1nnnn1-c1ccccc1)N1CCOCC1	7	1	0	-12
58	O=C(COC(=O)C1CCN(S(=O)(=O)c2cccs2)CC1)c1cc2ccccc2o1	12	1.5	2	-5
59	CCC(C)(C(=O)NC1CCCC1)N(Cc1ccco1)C(=O)c1ccccn1 (stereo not drawn)	12	1	2	-1
60	COc1ccc(-c2nc3ncccn3c2Nc2ccc3c(c2)OCCO3)cc1	9	1.1	-7	-1
61	CC(=O)Nc1nonc1NC(=O)CSc1ccccn1	14	1.1	-1	-8
62	Cc1cc(C)cc(N2C(=O)C3C4C=CC(C4)C3C2=O)c1 (stereo not drawn)	11	1	1	-10
63	CCn1ncc(Br)c1C(=O)Nc1cc(C(=O)OC)ccc1C(=O)OC	18	1.2	-6	-20
64	COC(=O)CNc1nc(-c2ccccc2F)nc2ccccc12	11	1.1	1	-6

entry	SMILES	Prostate diff	Jurkat autofluor	VLA-4 agonist	VLA-4 antagonist
65	O=C(O)C1CCCCC1C(=O)NCCCN1CCOCC1 (stereo not drawn)	14	0.96	4	-2
66	O=S(=O)(c1ccc2c(c1)OCCO2)N1CCN(Cc2ccc3c(c2)OCO3)CC1	6	1	3	-12
67	Cc1cc(C)cc(N2C(=O)CC(N3CCOCC3)C2=O)c1 (stereo not drawn)	7	0.99	-4	-10
68	Cc1ccc(C)c(C2=CSC3=NCCN23)c1	10	1.1	13	-16
69	CCc1nnc(NC(=O)OCc2ccccc2)s1	10	1.1	0	-16
70	COc1ccc(C)cc1NC(=O)CN(Cc1nnc(-c2ccc(Cl)cc2)o1)C1CCCC1	5	1.1	?	?
71	COc1ccc(CN2CCN(C(=O)C3CC(=O)N(C4CCCCCC4)C3)CC2)c(OC)c1OC (stereo not drawn)	8	0.96	1	28
72	CCOC(=O)N1CCC(NC(=O)c2cccc3c2C(=O)N(Cc2cccnc2)C3)CC1	14	1	3	-8

entry	SMILES	Prostate diff	Jurkat autofluor	VLA-4 agonist	VLA-4 antagonist
73	CC1(C)CC(=O)N(CC(=O)N2CCN(c3ncccn3)CC2)c2ccccc2S1(=O)=O	1	0.98	4	-14
74	CCOc1ccc(-c2cc3nc(C4CCN(C(=O)OC(C)(C)C)CC4)c(C(=O)O)cn3n2)cc1	18	1.1	-4	20
75	CCOc1ccc(OCC)c(NC(=O)CCn2c(=O)oc3ccccc32)c1	9	1.1	-3	-4
76	Cc1cc(N2CCOCC2)nc2ccc(NC(=O)CCC(=O)N3CCCC(C)C3)cc12 (stereo not drawn)	3	1.1	0	8
77	COC(=O)c1ccc2c(=O)n(CCN3CCOCC3)c(SCC(=O)c3ccccc3)nc2c1	5	1.1	-6	-7
78	CC(C)c1nnc(NC(=O)C2CCCCC2)s1	0	0.99	2	-24
79	C#CCNc1c(C)c(C)nc2ncnn12	5	0.95	2	-12
80	CCC(=O)N1c2ccc(S(=O)(=O)N(CCO)Cc3ccccc3)cc2CC1C (stereo not drawn)	9	1.1	-1	-18

entry	SMILES	Prostate diff	Jurkat autofluor	VLA-4 agonist	VLA-4 antagonist
81	CCOC(=O)N1CCC(NC(=O)c2ccc(CS(=O)(=O)c3ccccc3C)o2)CC1	2	1	2	-10
82	COc1ccc(C2N(c3ccccn3)C(=O)C3CCCN32)c(OC)c1 (stereo not drawn)	5	0.98	5	7
83	CC(C)Cc1nc(S(=O)(=O)c2ccc(Cl)cc2)c(N2CCOCC2)o1	17	1	0	-12
84	CCOc1ccccc1NC(=O)CCN1CCN(S(=O)(=O)c2ccc(OC)cc2)CC1	6	1.1	1	6
